# GLS inh = qHTS for Inhibitors of Glutaminase (GLS) | Glutaminase kidney isoform, mitochondrial (Homo sapiens), O94925 | GLS enzymatic activity, qHTS titration | Potency, µM (series often up to 45.5 µM), without a hit: at the top dose activity change, negative = inhibition, actives largely listed as inhibitors | hit rate 0.21% among 410,000; also: % is scaled to controls: 0 for no effect and ±100 for the full control effect
#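 hKGA; 45 mM KH2PO4 pH 8.2 + 0.02% Tween-20; cpd via pin tool; 1 mM Gln soln; GluOx/HRP/Amplex Red; RT 30 min; fluor. t0 & final.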
# 12-LOX inh = Primary qHTS assay for inhibitors of human arachidonate 12S-lipoxygenase (ALOX12): Round 2; Polyunsaturated fatty acid lipoxygenase ALOX12 (Homo sapiens), P18054; purified 12hLO, xylenol orange hydroperoxide absorbance; Potency, µM (titrated, usually from 108 µM), without a hit: top-dose activity change, negative = inhibition, actives largely listed as inhibitors; hit rate 1.1% among 580,000; AID 1671190, 2021; also: % is scaled to controls: 0 for no effect and ±100 for the full control effect
# Target sequence (P18054 whole entry, looked up): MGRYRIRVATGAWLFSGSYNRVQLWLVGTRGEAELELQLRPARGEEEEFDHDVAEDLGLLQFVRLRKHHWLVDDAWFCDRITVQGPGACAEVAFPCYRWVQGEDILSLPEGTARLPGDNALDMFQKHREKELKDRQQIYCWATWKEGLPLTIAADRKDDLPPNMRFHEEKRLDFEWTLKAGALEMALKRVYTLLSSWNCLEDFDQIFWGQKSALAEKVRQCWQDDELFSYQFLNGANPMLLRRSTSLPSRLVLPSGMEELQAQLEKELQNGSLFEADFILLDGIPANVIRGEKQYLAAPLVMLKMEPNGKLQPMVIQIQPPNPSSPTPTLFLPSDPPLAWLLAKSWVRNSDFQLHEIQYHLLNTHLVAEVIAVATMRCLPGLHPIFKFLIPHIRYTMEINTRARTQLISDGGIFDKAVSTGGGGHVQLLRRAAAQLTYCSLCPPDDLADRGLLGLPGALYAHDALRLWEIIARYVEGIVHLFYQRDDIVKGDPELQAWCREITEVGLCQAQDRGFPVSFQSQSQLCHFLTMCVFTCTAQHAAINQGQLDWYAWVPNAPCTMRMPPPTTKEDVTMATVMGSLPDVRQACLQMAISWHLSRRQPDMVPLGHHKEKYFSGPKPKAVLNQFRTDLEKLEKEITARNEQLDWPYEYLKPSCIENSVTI
#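 Purified human 12hLO (150 nM final) in 25 mM Hepes, 0.01% Triton X-100, pH 7.0 was preincubated 15 min at room temperature with compound. Then 40 uM arachidonic acid was added, 30 min. Hydroperoxide was read by Fe-XO absorbance ratio 573/405 nm.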
# RGS4 inhibitor = Inhibitors of Regulator of G Protein Signaling (RGS) 4: qHTS; Regulator of G-protein signaling 4 (Homo sapiens), P49798; Potency, µM (doses to about 114 µM), without a hit: top-dose activity change, negative = inhibition, usual class: inhibitors; hit rate 0.039% among 390,000; Transcreener GDP fluorescence polarization, RGS4-accelerated GTP hydrolysis; AID 504845, 2011; also: % is scaled to controls: 0 for no effect and ±100 for the full control effect; nearly all actives have a fitted effect of over 75% in size; some results filed as inactive show a strong effect at the top dose
#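 MLSMR compounds (23 nl, pin-transferred) preincubated 10 min at room temperature with a 500nM (2x) first reagent, then RGS4 at 900nM (2x) plus Transcreener GDP mix added; fluorescence polarization (620/688 nm) read before and after 90 min at 30 °C.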
# ERG-DNA inh = qHTS for Small Molecule Inhibitors of the ERG Ets/DNA interaction; Transcriptional regulator ERG (Homo sapiens), P11308; Potency, µM (titrated, usually from 76.9 µM), for inactives: at the top dose FP activity, negative = inhibition, most hits filed as inhibitors; fluorescence polarization, His-ERG Ets domain / labelled DNA; hit rate 0.028% among 370,000; active = well fitted inhibition curve with a large enough effect in the polarisation, with a control signal flat; inconclusive = small, poorly fitted or top-dose-only effect, or effect the other way, or a change in a side signal; inactive = no such curve, though single readings can be large or run the other way; the % refers to the polarisation;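 also: polarization taken with two DNA probes labelled with fluorescein and Texas red; % of control where 0% means no effect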
#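 His-tagged ERG Ets domain (1 uM in the protein solution; 300mM KCl, 50mM Tris-HCl, 1mM EDTA, 1mM DTT, pH 7.5) received compound, then a probe mix of 5 nM fluorescein-DNA and 100nM Texas-615-DNA. Fluorescence polarization was read for both dyes.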
# TrxR1 inh = qHTS Assay for Inhibitors of Mammalian Selenoprotein Thioredoxin Reductase 1 (TrxR1): qHTS. recombinant rTrxR1, NADPH fluorescence consumption, selenite substrate. hit rate 1% among 390,000. Thioredoxin reductase 1, cytoplasmic (Rattus norvegicus), O89049. AID 588453, 2011. Potency, µM (titrated, usually from 114 µM), for the others: at the top dose activity change, negative = inhibition, usual class: inhibitors; also: % is scaled to controls: 0 for no effect and ±100 for the full control effect; nearly all actives have a fitted effect of over 65% in size
#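 Rat TrxR1 (90 nM in the dispensed reagent) was pre-reduced with 400 uM NADPH for 5 min at room temperature, then incubated with compound for 15 min. After 400 uM selenite was added, NADPH fluorescence (Ex 340/Em 450 nm) was followed for 8 min.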
# JMJD2A Tudor = qHTS Assay for Inhibitors of JMJD2A-Tudor Domain. AID 504339, 2011. AlphaScreen JMJD2A-Tudor / H3K4me3 peptide binding. hit rate 4.4% among 390,000. Potency, µM (titrated, usually from 114 µM), for inactives: top-dose activity change, negative = inhibition, most hits filed as inhibitors; also: % is scaled to controls: 0 for no effect and ±100 for the full control effect; nearly all actives have a fitted effect of over 50% in size
# Pin1 inh = qHTS Assay to Find Inhibitors of Pin1. AID 504891, 2011. Pin1 FP peptide displacement, HiFluor488, 10 min. Potency, µM (series often up to 115 µM), inactives show at the highest dose activity, negative = inhibition, hits mostly inhibitors. Peptidyl-prolyl cis-trans isomerase NIMA-interacting 1 (Homo sapiens), Q13526. hit rate 0.009% among 390,000; active = well fitted inhibition curve with a large enough effect in the polarisation, with a control signal flat, not every such curve was filed as active; inconclusive = small, poorly fitted or top-dose-only effect, or effect the other way, or a change in a side signal; inactive = no such curve, though single readings can be large or run the other way; the % refers to the polarisation; also: % is scaled to controls: 0 for no effect and ±100 for the full control effect
# Target sequence (Q13526 whole entry, looked up): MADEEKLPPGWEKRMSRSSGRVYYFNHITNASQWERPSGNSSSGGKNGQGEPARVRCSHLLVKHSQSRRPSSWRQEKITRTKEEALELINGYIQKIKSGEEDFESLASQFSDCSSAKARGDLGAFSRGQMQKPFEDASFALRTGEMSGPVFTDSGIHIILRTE
# HP1b chromo inh = HTS for Inhibitors of HP1-beta Chromodomain Interactions with Methylated Histone Tails. Chromobox protein homolog 1 (Homo sapiens), P83916. AlphaScreen HP1-beta / biotin-H3K9me3 peptide binding. Potency, µM (highest dose often 114 µM), for the others: top-dose activity change, negative = inhibition, usual class: inhibitors. hit rate 0.56% among 390,000. AID 540317, 2011; also: nearly all actives have a fitted effect of over 70% in size; inactives centre near 23
# Target sequence (P83916 whole entry, looked up): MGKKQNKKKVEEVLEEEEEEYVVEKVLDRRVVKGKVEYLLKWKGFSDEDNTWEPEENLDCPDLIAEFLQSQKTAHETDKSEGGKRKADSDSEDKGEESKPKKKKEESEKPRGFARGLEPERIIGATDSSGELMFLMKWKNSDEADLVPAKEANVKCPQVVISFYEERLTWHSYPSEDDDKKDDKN
#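 HP1-beta protein (50 nM final) preincubated 30 min at room temperature with biotinylated H3(1-18)K9me3 peptide (50 nM) in PBS pH 7.4, 0.01% Tween-20, then compound added for 30 min. AlphaScreen streptavidin donor/nickel chelate acceptor beads (10 ug/mL final), 30 min dark, luminescence read.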
# PGK inhibitor = qHTS Assay to Find Inhibitors of Phosphoglycerate Kinase | hit rate 0.043% among 380,000 | Potency, µM (series often up to 57.5 µM), for inactives: at the highest dose activity change, negative = inhibition, most hits filed as inhibitors | PGK/GAPDH coupled, Kinase-Glo luminescence, 60 min | Phosphoglycerate kinase, glycosomal (Trypanosoma brucei brucei), P07378; also: % is scaled to controls: 0 for no effect and ±100 for the full control effect; nearly all actives have a fitted effect of over 60% in size
#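 Luminescent ATP detection (Kinase-Glo Plus) follows a 60-minute room-temperature incubation, with wells lacking PGK as controls. Buffer: 100 mM TEA (pH 7.6), 5 mM MgCl2, 0.01% Tween-20. Coupling enzyme GAPDH (100 nM final) supplies unstable 1,3-BPG in-well.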
# Starred values were filed as active, the others as inactive; i = inactive; ? = inconclusive; . = no result given; & = joins results of further samples; [ ] = dose if it differs, or a comment. Unless noted, calls follow the shape of the dose curve; as a rule, active = well fitted curve in the direction sought with a large enough effect; inconclusive = small, poorly fitted or top-dose-only effect, or another doubt; inactive = no such curve, though single readings can be large; an effect the other way counts as inactive or inconclusive. Potency is read from the fitted curve at half-maximal effect. These rows are one share of the data, so the mix of outcomes need not match the whole.
# The line under a structure holds: GLS inh, 12-LOX inh, RGS4 inhibitor, ERG-DNA inh, TrxR1 inh, JMJD2A Tudor, Pin1 inh, HP1b chromo inh, PGK inhibitor
COCc1cc(C)nc(SCc2nc3ccccc3c(=O)[nH]2)c1C#N
  1%, -24%, -14%, 4%, 12%[57.1 µM], -1%, -12%, 27%, -1%
Nc1nnc(SCC(=O)Nc2cccc(Cl)c2)s1
  3%, 7%, 1%, -2%, 22%, -11%, -1%, 28%, -9%
CCN(CC)C(=O)CSc1nc2cc3c(cc2c(=O)n1CCCCCC(=O)NCc1ccc(OC)cc1)OCO3
  -1%&8%, ?, -6%&-9%, -7%&5%, 22%&2%[57.1 µM], -27%&-14%, 28%&14%, 0%&43%, 0%&12%
COc1cc(OC)cc(-c2cc(N)n(S(=O)(=O)Cc3ccccc3)n2)c1
  6%, 13%, 12%, 0%, 15%, -16%, 7%, 22%, -5%
CC1C(=O)N2CCCc3cc(NS(=O)(=O)c4ccc([N+](=O)[O-])cc4)cc1c32 (stereo unspecified)
  22%, -29%, 8%, 0%, -12%, -11%, ?, -1%, -4%
COc1ccccc1N1CCN(C(=O)COc2cc(C)cc(C)c2)CC1
  -15%, 6%, -24%, -1%, 13%[57.1 µM], -9%, -8%, 19%, i
O=C(CSc1nnc(-c2ccco2)n1-c1ccccc1)N1CCOCC1
  3%, 29%, 0%, -3%, 1%, -17%, -2%, 25%, 4%
CCN(CC)c1nc(N2CCOCC2)c(C#N)c2c1CN(C)CC2
  19%, 7%, -45%, 1%, 0%[57.1 µM], -9%, 8%, 13%, 0%
CC(Sc1ccc2c(c1)OCCO2)C(=O)Nc1ccc(N2CCOCC2)cc1 (stereo unspecified)
  0%, 0%, -20%, -3%, 37%[activator][57.1 µM], -7%, -2%, 24%, 0%
O=C1CC(c2ccco2)=Nc2ccccc2N1
  16%, 22%, 13%, ., -2%, -15%, 5%, 14%, .
COc1ccc(CN2CCN(C(=O)c3ccco3)CC2)cc1OCc1ccccc1
  -2%, ?, 16%, -4%, -6%, ?, -4%, ?, -5%
CC(=O)c1ccc(NC(=O)CSc2ccc3nc(-c4ccccc4)cn3n2)cc1
  -14%, -25%, -13%, 0%, 21%[57.1 µM], -3%, 18%, 31%[57 µM], -3%
CC1(C)CC2CC(C)(CN2CC(O)COc2ccccc2)C1 (stereo unspecified)
  6%, -19%, 22%, 0%, 10%[57.1 µM], ?, 2%, 6%, 1%
COC(=O)c1ccc(NC(=O)CSc2nnc(CNc3ccc(OC)cc3)n2C)cc1
  -5%, 240%[activator], 9%, -4%, -20%, -16%, -1%, 32%, -2%
CCOC(=O)C1=C(C)NC(=S)N(C(C)=O)C1c1ccccc1 (stereo unspecified)
  3%, 2%[57.4 µM], -22%, 10%, -6%[57.1 µM], -21%, 10%, 8%, -3%
CCOc1ccc(C(=O)N(C)C2CCS(=O)(=O)C2)cc1 (stereo unspecified)
  -13%, -4%, -20%, -13%, -8%, 6%, 1%, 43%, -8%
COc1cccc(CN2CC(C(=O)N3CCCCCC3)CCC2=O)c1 (stereo unspecified)
  1%, ?, 16%, 5%, -3%, -4%, 2%, ?, 3%
CC1(C(=O)OCC(=O)NC(=O)c2ccccc2)CC1(Cl)Cl (stereo unspecified)
  -4%, ?, -20%, -2%, 13%, -8%, -8%, 33%, -2%
O=C(O)CC[C@@H](C(=O)O)N1C(=O)c2ccccc2C1=O
  2%, -17%, 0%[56.9 µM], -5%, 31%[activator][57.1 µM], -23%, 3%, 15%, 4%
C=CCSc1nc(=O)n2ccccc2n1
  -3%, 0%, -18%, -12%, 26%[57.1 µM], -6%[11.4 µM], 3%, 48%[activator], -1%

# 5 entries drawn at random from the list so far, as already listed:
# The line under a structure holds: GLS inh, 12-LOX inh, RGS4 inhibitor, ERG-DNA inh, TrxR1 inh, JMJD2A Tudor, Pin1 inh, HP1b chromo inh, PGK inhibitor
COCc1cc(C)nc(SCc2nc3ccccc3c(=O)[nH]2)c1C#N
  1%, -24%, -14%, 4%, 12%[57.1 µM], -1%, -12%, 27%, -1%
O=C(O)CC[C@@H](C(=O)O)N1C(=O)c2ccccc2C1=O
  2%, -17%, 0%[56.9 µM], -5%, 31%[activator][57.1 µM], -23%, 3%, 15%, 4%
CC1(C(=O)OCC(=O)NC(=O)c2ccccc2)CC1(Cl)Cl (stereo unspecified)
  -4%, ?, -20%, -2%, 13%, -8%, -8%, 33%, -2%
C=CCSc1nc(=O)n2ccccc2n1
  -3%, 0%, -18%, -12%, 26%[57.1 µM], -6%[11.4 µM], 3%, 48%[activator], -1%
COc1ccc(CN2CCN(C(=O)c3ccco3)CC2)cc1OCc1ccccc1
  -2%, ?, 16%, -4%, -6%, ?, -4%, ?, -5%

# Later entries
# The line under a structure holds: GLS inh, 12-LOX inh, RGS4 inhibitor, ERG-DNA inh, TrxR1 inh, JMJD2A Tudor, Pin1 inh, HP1b chromo inh, PGK inhibitor
O=C(CCc1ccccc1)NCc1ccc2c(c1)CCN2C(=O)c1ccccc1
  0%, 0%, -27%, -2%, 17%[57.1 µM], 3%, -2%, 25%, -2%
Cc1cccc(NC(=O)c2c(Br)sc3c2CCCC3)c1
  2%, -11%, 15%, -7%, -15%, -5%, -1%, 37%[activator], 7%
CN1CCN(c2ccc(S(=O)(=O)N3CCOCC3)cc2)CC1
  -10%, -93%, 21%, -9%, 9%, 1%, -8%, 11%, 7%
COCc1nnc(NC(=O)c2cccc(NC(=O)c3ccccc3)c2)s1
  8%, ?, -11%, 15%, 3%, -8%, 9%, 6%, -3%
NS(=O)(=O)c1ccc(Nc2nc(-c3ccc(O)cc3O)cs2)cc1
  16%, -27%, -28%, ., 5%, -23%, -1%, -16%, -9%
CCOC(=O)N1CCN(C(=O)CN(c2cc(Cl)ccc2OC)S(=O)(=O)c2ccccc2)CC1
  -9%, 1%, -17%, 1%, 0%[57.1 µM], -14%, -6%, 22%, -1%
O=C(CCC(=O)c1cccs1)NCc1ccc(F)cc1
  27%, 0%, 4%, -6%, 14%, -4%, -11%, 9%, 5%
COc1cccc(C(=O)Nc2cc3cc(OC)ccc3oc2=O)c1
  2%, -34%, -22%, 1%, 14%, -25%, -4%, 18%, .
O=C(COc1coc(CN2CCc3ccccc3C2)cc1=O)Nc1ccc(Cl)cc1
  -2%, ?, -14%, -1%, 0%, -26%, -1%, 29%, -9%
CCN(C(=O)CSc1nc2ccc(Cl)cc2[nH]1)C1CCS(=O)(=O)C1 (stereo unspecified)
  2%, -15%, 10%, -2%, -6%, -6%, 8%, 31%, 5%
O=C(NC1CCCCC1)C1CCN(c2ncccn2)CC1
  0%, -19%, 19%, 8%, 9%, -5%, 2%, 0%, -1%
NC(=O)C1CCN(C(=O)c2ccc([N+](=O)[O-])cc2NC(=O)c2cccs2)CC1
  -18%, -6%, 24%, 3%, 16%, -8%, -2%, 5%, 2%
O=C(COc1ccc(S(=O)(=O)Nc2ccccc2)cc1)NCc1ccccn1
  -1%, 15%, -15%, 5%, -4%, -3%, -1%, 28%, 7%
Cc1ccc2c(C)nc(N/C(N)=N/S(=O)(=O)c3ccccc3)nc2c1
  7%, 0%, 10%, -12%, 8%, -7%, ?, 32%, -6%
CC(=O)c1ccc(NC(=S)NCCc2ccc(S(N)(=O)=O)cc2)cc1
  -17%, -21%, -18%, -10%, 13%[57.1 µM], -1%, -1%, 41%[activator], -8%
O=C(O)c1sccc1SCc1ccc(Cl)c(Cl)c1
  15%, -9%, 4%, -4%, -12%, -9%, -8%, 27%, 16%
COc1ccccc1/C=C/C=N/n1c(-c2ccc(F)cc2)n[nH]c1=S
  7%, ?, -48%, -5%, ?, -23%, 5%, -1%, -5%
CC1Cc2ccccc2N1S(=O)(=O)c1c(N)n(C)c(=O)n(C)c1=O (stereo unspecified)
  23%, 0%, -16%, -2%, 11%[57.1 µM], -14%, 8%, 35%[activator], -1%
CC(C)OCc1cc(CN2CCN(c3cccc(C(F)(F)F)c3)CC2)c(O)c2ncccc12
  6%, 6%, -4%, 2%, 12%, ?, 2%, 45%[activator], 1%
Cc1cc(NC(=O)CSc2nnc(-c3ccco3)o2)no1
  4%, 2%, 7%, -4%, 1%, -14%, -5%, 41%[activator], 7%
CCOc1cc(C#N)ccc1OCC(=O)N1CCN(C(=O)c2cccs2)CC1
  -3%, 337%[activator], -8%, 3%, 13%, 6%, -2%, 26%, -2%

# Individual results from the list.
# Under 12-LOX inh, O=C(CCC(=O)c1cccs1)NCc1ccc(F)cc1 has 0%
# Under TrxR1 inh, NC(=O)C1CCN(C(=O)c2ccc([N+](=O)[O-])cc2NC(=O)c2cccs2)CC1 has 16%
# Under ERG-DNA inh, O=C(CCc1ccccc1)NCc1ccc2c(c1)CCN2C(=O)c1ccccc1 has -2%
